SR-BI DiI-HDL act = activators of SR-BI mediated HDL lipid uptake; CHO ldlA[mSR-BI] cells, DiI-HDL uptake fluorescence, 3 h; 100 = double the neutral-control signal; activation, % at 12.5 µM; 0.096% of 320,000 active; AID 504775;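 active = mean replicate activation of at least 60% and every replicate at or above 60%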;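 note: 0% = median plate neutral-control signal and 100% = twice that signal; values of inactives mirror those of a sister screen read the other way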
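System: CHO ldlA[mSR-BI] cells / Medium: HEPES-buffered (25 mM, pH 7.4) F12 plus 0.5% BSA / Probe or stimulus: labelled HDL, 10 µg/mL / Doses: single compound concentration, delivered by pin transfer / Schedule: 3 h, 37 °C / Measured by: DiI fluorescence, bottom read / Measure: cell-associated DiI fluorescence as measure of HDL uptake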
RTF Ca sens act = increases calcium sensitivity of human cardiac regulated thin filaments; activation, % at 7.2 µM; AID 493008; IANBD-labeled TnC RTF fluorescence at EC20 calcium; 0% EC20 calcium, 100% full calcium; P19429+P45379; 0.24% of 340,000 active;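 active = activation above the mean over all tested compounds plus 3 SD, cut at about 30% in these data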;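 note: rise in fluorescence read as greater calcium sensitivity of cardiac thin filaments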
C-LANA FP = KSHV C-LANA DNA binding inhibition | inhibition, % at 9 µM | MBP-C-LANA/FAM-LBS DNA binding, fluorescence polarization | 0.078% of 340,000 active;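 active = highest replicate inhibition at or above 60% at 9 µM, even if other replicates fall short; inactive = all replicates below 60% inhibition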;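 note: 0% = neutral control wells and 100% = 4 µM acridine orange control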
CAL PDZ FP-1 = human CAL PDZ-peptide interaction inhibition | Q9HD26 | purified CAL PDZ, TMR-peptide fluorescence polarization, 1 h | inhibition, % at 20 µM | 0.02% of 330,000 active | AID 504414;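 active = highest replicate inhibition of at least 40%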;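 note: plate controls were DMSO neutral control wells for no effect and unlabeled competitor peptide control wells for full effect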
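Control set: unlabelled peptide and DMSO controls / Material: purified CerCALP PDZ construct / Timing: 1 h incubation at room temperature before polarization reading / Doses: 20 µM, one dose / Detection: fluorescence polarization (mP)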
Rtt109 Vps75 = blocks Candida albicans Rtt109/Vps75 acetyltransferase activity | Q5AAJ8 | 0.16% of 330,000 active | purified Rtt109/Vps75, ThioGlo CoA-SH fluorescence, 4 h | inhibition, % at 34.9 µM;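 active = inhibition of at least 50% in every replicate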
PKA-R2B act = activates the human PKA-R2B holoenzyme complex. 0.079% of 340,000 active. AID 504700. activation, % at 11.4 µM. PKA-R2B holoenzyme dissociation, Cy5-IP20 fluorescence polarization; R2B truncated from residue 108, S112A mutant; 0% DMSO only, 100% 113 µM cGMP;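 active = activation above a cutoff set at the mean over all compounds plus 3 SD, cut at about 18% in these data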;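 note: higher means more holoenzyme dissociation and a rise in polarization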
Target sequence (P31323 whole entry, looked up, other chains not shown, the tested form may be a part): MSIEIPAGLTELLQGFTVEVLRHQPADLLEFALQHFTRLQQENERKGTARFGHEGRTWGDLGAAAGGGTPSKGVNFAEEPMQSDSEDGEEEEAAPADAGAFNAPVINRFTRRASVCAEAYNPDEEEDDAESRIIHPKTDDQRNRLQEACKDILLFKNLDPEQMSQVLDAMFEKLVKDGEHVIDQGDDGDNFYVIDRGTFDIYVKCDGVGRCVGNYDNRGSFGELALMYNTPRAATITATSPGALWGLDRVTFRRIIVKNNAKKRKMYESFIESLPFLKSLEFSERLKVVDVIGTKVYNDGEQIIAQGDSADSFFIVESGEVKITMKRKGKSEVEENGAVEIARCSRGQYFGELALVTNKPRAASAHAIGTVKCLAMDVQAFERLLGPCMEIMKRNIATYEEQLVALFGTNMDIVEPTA
DAGLB inh = blocks human DAGLB lipase activity; Q8NCG7; HEK293T DAGLB membrane lysate, EnzChek fluorogenic substrate; inhibition, % at 5.17 µM; 0.059% of 340,000 active; AID 504411; in the data active = inhibition above about 34%;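 note: 0% = enzyme with vehicle and 100% = wells lacking enzyme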
CAL PDZ FP-2 = blocks peptide binding to the human CAL PDZ domain | Q9HD26 | AID 602252 | inhibition, % at 24.9 µM | purified CAL PDZ, TMR-peptide fluorescence polarization, 1 h | 0.92% of 300,000 active;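 active = mean inhibition of at least 30% with at least half of replicates also reaching 30%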;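 note: 0% = DMSO neutral control and 100% = excess unlabeled competitor peptide PRC23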
Keap1-Nrf2 PPI = Keap1-Nrf2 (human) interaction inhibition. Q14145. Keap1 Kelch-Nrf2 peptide fluorescence polarization, 1536-well. inhibition, % at 9.4 µM. 0.15% of 340,000 active. AID 504523; in the data active = inhibition above about 12%;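 note: human Keap1 Kelch domain with fluorescein labeled Nrf2 9mer peptide probe; 0% = neutral control wells and 100% = peptide positive control; higher means more block of Keap1 binding to Nrf2 peptide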
Target sequence (Q14145 whole entry, looked up, the tested form may be a part): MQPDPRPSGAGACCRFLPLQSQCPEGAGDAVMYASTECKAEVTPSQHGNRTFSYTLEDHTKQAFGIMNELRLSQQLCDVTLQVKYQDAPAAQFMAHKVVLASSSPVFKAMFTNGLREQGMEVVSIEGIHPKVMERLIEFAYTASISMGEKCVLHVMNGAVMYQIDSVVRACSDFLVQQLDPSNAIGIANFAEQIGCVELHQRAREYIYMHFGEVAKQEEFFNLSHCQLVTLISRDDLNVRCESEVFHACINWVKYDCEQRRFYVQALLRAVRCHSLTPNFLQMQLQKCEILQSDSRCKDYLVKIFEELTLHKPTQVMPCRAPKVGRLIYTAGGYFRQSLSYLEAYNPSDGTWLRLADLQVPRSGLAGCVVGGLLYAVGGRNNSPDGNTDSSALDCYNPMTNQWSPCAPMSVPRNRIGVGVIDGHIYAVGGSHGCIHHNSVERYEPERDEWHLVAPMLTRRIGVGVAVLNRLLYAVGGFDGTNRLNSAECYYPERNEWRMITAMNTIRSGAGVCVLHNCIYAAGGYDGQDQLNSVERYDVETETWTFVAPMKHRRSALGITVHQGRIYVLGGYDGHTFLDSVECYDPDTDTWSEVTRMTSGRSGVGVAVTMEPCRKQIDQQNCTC
RTF Ca sens inh = cardiac RTF calcium desensitization; 0.12% of 340,000 active; IANBD-labeled cardiac RTF, Ca2+ fluorescence; inhibition, % at 7.15 µM;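 active = inhibition above the mean inhibition of all tested compounds plus 3 SD, cut at about 17% in these data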;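 note: assay run at fixed EC70 calcium of 1.6 mM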
Starred values were filed as active, the others as inactive; nt = not tested or not shown.

Structure | RTF Ca sens act | Rtt109 Vps75 | PKA-R2B act | CAL PDZ FP-1 | Keap1-Nrf2 PPI | SR-BI DiI-HDL act | C-LANA FP | CAL PDZ FP-2 | DAGLB inh | RTF Ca sens inh
CCOC(=O)C1CCN(C(=O)COC(=O)c2ccc(Br)o2)CC1 | 4 | -1 | 0 | nt | -6 | -10 | -2.5 | -4 | -1 | -6
FC(F)(F)c1cccc(Nc2nc(N3CCOCC3)nc(N3CCOCC3)n2)c1 | -3 | -1 | -1 | -0.3 | 0 | -69 | -2.0 | -1 | -1 | 0
Cc1c(CCC(=O)NCCC(=O)O)c(=O)oc2cc3occ(-c4ccccc4)c3cc12 | 1 | -4 | -1 | -3.7 | 3 | -12 | -0.8 | nt | 3 | -3
Cc1nc(C)n(C(C)CNC(=O)c2ccco2)n1 (centres undefined) | 7 | 15 | 13 | -1.1 | 3 | 10 | -0.1 | -3 | -5 | -2
Cc1cc(NC(=O)CSc2nnc(-c3ccccc3)c(-c3ccccc3)n2)no1 | -1 | -26 | -7 | 23 | 1 | -39 | 0.7 | 9 | -1 | 1
O=C(CN1C(=O)NC2(CCCC2)C1=O)Nc1cccc(Cl)c1 | 0 | -7 | -5 | -3.2 | -7 | 2 | -0.7 | -4 | -1 | -8
O=C(CNC(=O)c1cc(Cl)nc2ccccc12)Nc1ccccc1Br | 4 | 0 | -4 | 0.3 | 1 | -6 | 1.4 | -1 | -1 | 1
COC(=O)[C@H](CC(C)C)N1Cc2cc(OC)cc(OC)c2-c2ccccc2S1(=O)=O | 3 | -10 | -1 | -0.3 | 2 | -21 | 1.5 | 51* | -6 | -7
O=C(Nc1cccc2ccccc12)N1CC=CCC1 | 4 | 3 | -1 | -1.8 | -3 | 11 | -0.9 | 2 | 0 | -16
COC(=O)c1ccc(NC(=O)Nc2cccc(F)c2)cc1 | 1 | -4 | -6 | -5.7 | -6 | -16 | 1.5 | -8 | -4 | -7
O=C1CCCN1c1cccc(Br)c1 | -2 | -9 | 7 | 0.6 | -3 | 3 | -0.9 | -2 | 1 | -4
Cc1nc(-c2ccc(F)cc2)c(CC(=O)Nc2cc(S(=O)(=O)N3CCCCC3)ccc2C)s1 | -4 | 14 | 1 | -2.7 | -3 | -36 | -2.0 | -2 | 0 | 0
COCCCn1c(C)nc2c(c1=O)c1nc3ccccc3nc1n2CCc1ccccc1 | -6 | -25 | -4 | -2.7 | 3 | -24 | 2.4 | 3 | -4 | 0
Cc1oc(-c2ccc(Cl)cc2)cc1C(=O)O | 1 | 1 | -2 | -1.3 | 2 | 8 | 2.1 | -11 | 2 | -7
CC(C)n1c(=S)[nH]c2ccccc2c1=O | -2 | 11 | 1 | 0.4 | 0 | 14 | -0.2 | nt | 2 | 2
CCOC(=O)Cc1csc(NC(=O)COc2cc(C)cc(C)c2)n1 | -3 | -14 | -3 | 0.0 | -4 | -14 | -1.4 | nt | -4 | 2
CSC1=C(C#N)C(c2ccccc2C)C(C#N)=C(N)N1 (centres undefined) | 2 | 4 | 4 | -1.4 | -5 | 2 | 13 | -1 | 0 | -15
Nn1c(SCC(=O)Nc2nnc(-c3ccccc3)o2)nnc1C1CC1 | 5 | 12 | 0 | -1.4 | 0 | 20 | 0.2 | -1 | -3 | -17
CC[C@@H](CCC=C(C)C)C(=O)N(Cc1ccccc1)c1ccccc1 | 2 | -17 | -6 | -1.9 | 0 | 9 | -2.2 | 4 | -14 | -1
O=C(NNc1ccccn1)C(=O)NNS(=O)(=O)c1ccc(F)cc1 | 0 | 6 | -6 | -2.2 | 3 | 20 | 0.8 | -1 | -2 | -3
C=CCNC(=O)c1ccc(-n2cccc2)cc1 | -2 | -4 | -6 | -2.8 | -1 | 9 | 0.1 | 1 | 0 | -36
Cc1ccc(-c2nn(-c3ccccc3)cc2/C=C(\C#N)c2cccc(C#N)c2)o1 | 2 | -7 | -5 | -0.1 | 0 | -67 | 0.4 | -3 | -4 | -7
CCNCC(=O)N1c2ccccc2CCc2ccc(NC(C)=O)cc21 | 3 | 10 | -13 | 1.3 | -2 | -5 | -0.2 | 0 | 1 | -5
CC(=O)c1cccc(OCC(O)CNCCOc2ccc(C)cc2)c1 (centres undefined) | -2 | 5 | 0 | -0.7 | 0 | nt | -0.2 | nt | -1 | -6
c1ccc(CNc2nc(-c3cccs3)nc3ccccc23)nc1 | 4 | 9 | -4 | -2.7 | -7 | -4 | -0.4 | 0 | 1 | -16
CCOC(=O)COc1cc(-n2c(=S)[nH]c3ccccc3c2=O)c(Cl)cc1Cl | -2 | 0 | -5 | 0.0 | 1 | -8 | 0.5 | -2 | -1 | 5
CCn1c(SCc2nc3ccccc3c(=O)[nH]2)nc2ccccc2c1=O | -1 | -2 | -5 | 0.4 | 2 | -7 | 1.8 | -3 | -8 | -26
CCOC(=O)N1CCN(C(=O)CN(Cc2ccc(Cl)cc2)S(C)(=O)=O)CC1 | 2 | -8 | -11 | 0.7 | 3 | 16 | 1.3 | nt | -3 | -3
CC(C)(C#CCN1CCCC1)OCCC#N | -2 | 1 | 9 | -0.8 | 0 | 11 | 2.2 | -2 | 2 | 3
CN(C)c1nc(OCC(=O)NC(C)(C)C)nc(N(C)C)n1 | -2 | 2 | 8 | -5.4 | 1 | -15 | -0.9 | nt | -1 | -15
CCCCNC(=O)Nc1ccccc1CC | 3 | 0 | -8 | 3.9 | 1 | -2 | 0.7 | 69* | -2 | -11
CCS(=O)(=O)N1CCN=C1SC(C)c1ccccc1 (centres undefined) | 0 | -3 | -6 | -2.1 | 2 | 8 | 0.1 | -5 | 1 | -15
CCOc1ccc(N(CC(=O)NCCc2ccccc2)C(=O)CCC(=O)Nc2nccs2)cc1 | -2 | 2 | 3 | -2.0 | -1 | nt | 0.1 | -1 | 0 | 15
CC(C)CNC(=O)CSc1nnc(CN2CCCCCC2=O)n1-c1ccccn1 | -6 | 2 | 7 | -0.5 | 1 | 15 | -1.5 | 3 | 3 | -6
C[C@@H]1CN([C@@H](C)CO)C(=O)c2cccc(NS(C)(=O)=O)c2O[C@H]1CN(C)Cc1ccc(Oc2ccccc2)cc1 | 6 | 4 | -14 | -0.2 | -1 | -3 | 0.9 | -2 | 0 | -7
Cc1ccc(-c2nnc(N(C)C(=O)c3cccnc3)s2)cc1 | -4 | 0 | -9 | -1.0 | -2 | 9 | 1.6 | 1 | -10 | -11
O=C(COC(=O)C1Cc2ccccc2CN1C(=O)c1ccccc1)Nc1ccc(SC(F)F)cc1 (centres undefined) | 2 | -6 | 9 | -1.6 | 4 | -13 | 1.1 | -1 | -3 | 9
O=C(Nc1ccccc1Cl)NC1(C(=O)NCCCN2CCOCC2)CCCCC1 | 10 | -4 | -5 | -2.3 | -4 | 9 | 0.4 | 0 | 1 | 5
CCN1CCN(C(=O)c2ccc(CS(=O)(=O)Cc3ccccc3C)o2)CC1 | -2 | 1 | 3 | 0.6 | 0 | 23 | 3.3 | -3 | 0 | 0
CC(C)COc1ccccc1C(=O)NC(CO)C(=O)O (centres undefined) | 4 | -6 | -14 | -6.1 | 5 | 14 | 0.6 | -9 | -1 | -5
Cc1ccc(-n2ncc3c2CCCC3NC(=O)CCN2CCCC2=O)cc1C (centres undefined) | 0 | -3 | 11 | -0.3 | -2 | 13 | -1.5 | nt | -2 | -1
CCOC(=O)c1oc2ccc(/C=N/O)c(Cl)c2c1C | 1 | -7 | 6 | -3.7 | -6 | 3 | -1.5 | -2 | -7 | -38
CCC(NC(=O)Nc1ccc(O)cc1)(C(F)(F)F)C(F)(F)F | 1 | -2 | -5 | -0.1 | -1 | 5 | -0.4 | nt | -1 | 3
CCS(=O)(=O)N1CCC(c2nc(-c3ccc(C)cc3)no2)CC1 | -1 | 3 | 6 | -0.5 | 5 | 9 | -0.8 | nt | -3 | -9
CC1CCCCC1NC(=O)CN1C(=O)NC(C)(c2cc(F)ccc2F)C1=O (centres undefined) | 5 | -8 | -4 | 0.2 | -6 | 14 | -3.3 | 0 | 0 | -8
Cc1c(Cl)cccc1NC(=S)N1CCCCCC1 | -6 | 3 | -5 | -0.4 | 1 | -10 | -0.2 | -2 | -1 | -2
O=C1NC(=O)C2(CCc3ccccc32)N1 (centres undefined) | 0 | 12 | -11 | -0.3 | 0 | 30 | -1.4 | -2 | 2 | -4
CCOC(=O)c1cccc(NC(=S)N2CCN(c3ncc4c(=O)c(C(=O)O)cn(CC)c4n3)CC2)c1 | 3 | 7 | -12 | -0.6 | 0 | 1 | 0.2 | -5 | 2 | 2
COc1ccc(C(=O)NC(=O)NC2(C(Cl)(Cl)Cl)OCCO2)cc1 | -1 | -3 | -2 | -0.1 | -2 | -22 | 0.6 | 2 | -2 | 3
CCOC(=O)C1CCN(C(=O)c2ccc3c(c2)NC(=O)/C(=C\c2ccc(C)cc2)S3)CC1 | 5 | 3 | -22 | -2.5 | -2 | 7 | 3.1 | -6 | -2 | -7

(more compounds)
Structure | RTF Ca sens act | Rtt109 Vps75 | PKA-R2B act | CAL PDZ FP-1 | Keap1-Nrf2 PPI | SR-BI DiI-HDL act | C-LANA FP | CAL PDZ FP-2 | DAGLB inh | RTF Ca sens inh
CCOC(=O)c1cc(C#N)c(Nc2ccccc2OC)nc1C(F)(F)F | 6 | 3 | -1 | 0.1 | -3 | -60 | 3.4 | nt | -2 | -2
N#Cc1c(NC(=O)C2CC=CCC2C(=O)O)sc2c1CCCCCC2 (centres undefined) | 18 | 4 | -9 | 0.2 | 1 | 0 | -0.6 | -2 | 12 | 2
CN1C(=O)CC(N2CCC(c3nc4ccccc4s3)CC2)C1=O (centres undefined) | -1 | -6 | -3 | 0.5 | 1 | 18 | 1.5 | -10 | -3 | -11
Cc1occc1-c1nnc(SCCNCCO)o1 | 5 | -4 | -14 | -2.0 | -8 | 5 | -0.6 | 0 | 0 | -3
CCOC(=O)c1cc(-c2ccccc2)sc1NC(=O)C(C)OC(=O)c1ccncc1 (centres undefined) | 1 | 3 | -4 | -1.1 | -5 | -14 | 1.2 | nt | -1 | -8
Cc1ccc(-c2nc3c(cnn3-c3ccccc3)c(=O)o2)cc1 | -2 | -2 | -6 | 0.8 | -1 | -10 | -0.9 | 13 | 2 | -6
CCOc1ccc(C(C)(C)C)cc1S(=O)(=O)N1CCOCC1 | -2 | 0 | 3 | 1.2 | 0 | 19 | -0.1 | nt | -4 | 2

Assay outcomes as filed in PubChem BioAssay.
